p53null 39C tox = selectivity test: cytotoxicity in p53 null cells, nonpermissive temperature. H1299 p53-null (neo) cells, 39C, ATPlite viability, 24 h. Potency, µM (doses to about 46.1 µM), inactives show top-dose activity, negative = cell killing, usual class: cytotoxic. 55,000 tested, 0.97% active. AID 904;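 also: 0% = DMSO only and -100% = full killing by 100 µM tamoxifen; nearly all actives have a fitted effect of over 50% in size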
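Luminescent ATP signal reported cell survival after H1299 lines (neo, p53 null; or p53 A138V) received up to 46 uM compound and 24 hr incubation at 39C.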
p53null 32C tox = p53 null cell cytotoxicity, permissive temperature. AID 903. 55,000 tested, 0.62% active. H1299-neo p53 null cells, ATP luminescence, 24 h, 32C. Potency, µM (series often up to 46.1 µM), inactives show at the top dose activity change, negative = cytotoxicity, usual class: cytotoxic;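 also: 0% = DMSO only and -100% = full killing by 100 µM tamoxifen; nearly all actives have a fitted effect of over 55% in size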
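Cells lacking p53 (H1299-neo) are plated at 600 per well and allowed to settle overnight at 37C. Test compounds (up to 46 uM) are added and held 24 hours at 32C, then ATP is quantified by luminescence.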
Starred values were filed as active, the others as inactive; ? = inconclusive; [ ] = another dose, or the depositor's remark. Calls follow the shape of the dose curve; as a rule, active = well fitted cell-killing curve with a large enough effect; inconclusive = small, poorly fitted or top-dose-only effect; inactive = no such curve, though single readings can be large or run the other way. Potency is read from the fitted curve at half-maximal effect. An excerpt. The share of hits here may be higher or lower than overall.

Order of results: p53null 39C tox	p53null 32C tox
- CC(C)C(=O)N1CCC(CN=CC2=C(O)CC(C)(C)CC2=O)CC1
→ -0.7%	-3.4%
- Cc1ccc(S(=O)(=O)N2CCCN(S(=O)(=O)c3ccc4ccccc4c3)CC2)cc1
→ -6.3%	-6.2%
- COc1cc2c(cc1NC(=O)COC(=O)/C=C/c1ccccc1)oc1ccccc12
→ -5.9%[1.84 µM]	-16.8%
- NC(=O)CSc1nnc(-c2cccnc2)n1Cc1ccccc1
→ 8.3%	9.9%
- Cc1ccc(Nc2nc3c(c(=O)[nH]2)CCCC3)cc1
→ 10.1%	3.5%
- CCOC(=O)c1ccccc1Nc1cc(C)nc2nc(C)nn12
→ 13.4%	19.0%
- O=c1c2sc(-c3ccccc3)cc2nc2n1CCC2
→ ?	?
- Clc1cccc(-c2ccc(/C=N/n3cnnc3)o2)c1Cl
→ 10.0%	8.2%
- O=C(CNC(=O)c1cc2ccccc2o1)NCc1cccs1
→ -3.8%	5.2%
- C1CCCC(N2CCNCC2)CC1
→ 11.4%	-5.7%
- C=CCn1c(C(C)NC(=O)CCC)nc2ccccc21 (stereo unspecified)
→ 26.0%	3.9%
- Cc1cc(OCc2ccc(C(=O)n3cccn3)o2)ccc1Cl
→ -2.3%	0.4%
- O=C(CSc1nc(-c2ccco2)cc(C(F)(F)F)n1)Nc1ccc(C(=O)N2CCOCC2)cc1
→ 30.4%[activator]	13.6%
- Cn1cc(Br)c(C(=O)N2CCN(c3cccc(Cl)c3)CC2)n1
→ -6.8%	-8.3%
- Cc1cc(C)c(C#N)c(Nc2ccccc2)n1
→ -14.8%	-5.8%
- Nc1c(C(O)(C(F)(F)F)C(F)(F)F)cc(C(O)(C(F)(F)F)C(F)(F)F)c2ccccc12
→ 6.4%	19.1%
- C=CCn1c(NCc2c[nH]c3ccccc23)nc2ccccc21
→ -28.5%	-16.2%
- C=CCOn1c(C)c(C(C)=O)c2c3nonc3ccc21
→ 16.5%	3.4%
- O=C(Cn1cnc2c(cnn2-c2ccc(F)cc2)c1=O)NCCc1ccccc1
→ -4.5%	-6.1%
- CC(=O)N1CCN(c2ccc(N=Cc3c(O)n(Cc4ccccc4)c(=O)[nH]c3=O)cc2)CC1
→ 10.5%	3.4%
- COc1ccc(CCNc2oc(-c3ccco3)nc2C#N)cc1
→ -2.0%	-1.2%
- O=C1/C(=C/c2cccc3ccccc23)CCCc2ccccc21
→ -5.7%	-18.9%
- Cc1ccc(NC(=O)c2ccnc(C(C)(C)C)c2)cc1
→ 1.9%	7.8%
- O=C(O)C1C2C=CC(C3CC23)C1C(=O)O (stereo unspecified)
→ 17.6%	0.2%
- C=CCNC(=O)COC(=O)c1ccc(Cl)c(S(=O)(=O)N(Cc2ccccc2)c2ccccc2)c1
→ 28.1%	12.4%
- COc1ccc2c(c1OC)CCC2=O
→ -2.4%	4.3%
- COC(=O)c1ccc(COc2cccc3c2CCN(Cc2ccccc2)C3=O)o1
→ -0.7%	-0.8%
- c1ccc2c(c1)ncn2CCN1CCCCC1
→ 2.6%	3.4%
- CC(O)Cn1c(=O)c2c(nc(Br)n2Cc2ccccc2)n(C)c1=O (stereo unspecified)
→ -8.1%	-4.7%
- CC(C)C(c1nnnn1Cc1ccco1)N1CCC(C(N)=O)CC1 (stereo unspecified)
→ -5.7%	-6.0%

Complete entries from above. Screens in order: p53null 39C tox, p53null 32C tox
`O=C1/C(=C/c2cccc3ccccc23)CCCc2ccccc21` in the list: -5.7%, -18.9%
`O=C(O)C1C2C=CC(C3CC23)C1C(=O)O` (stereo unspecified) in the list: 17.6%, 0.2%
`COc1ccc(CCNc2oc(-c3ccco3)nc2C#N)cc1` in the list: -2.0%, -1.2%
`CC(C)C(c1nnnn1Cc1ccco1)N1CCC(C(N)=O)CC1` (stereo unspecified) in the list: -5.7%, -6.0%
`Cc1ccc(NC(=O)c2ccnc(C(C)(C)C)c2)cc1` in the list: 1.9%, 7.8%

The list continues:
Order of results: p53null 39C tox	p53null 32C tox
- O=C(Cn1c(SCC(=O)N2CCCc3ccccc32)nc2ccccc21)N1CCCC1
→ 11.3%	-3.2%
- Cc1ccc(C(=O)/C=C2\NCCNC2=O)cc1
→ ?	?
- CC(=O)c1cnc2c(-c3ccc(Cl)cc3)c(C)nn2c1C
→ 5.4%	5.8%
- COc1cc(NC(=O)CCn2c(=O)[nH]c3ccsc3c2=O)cc(OC)c1
→ 11.4%	1.8%
- Cc1cc(NC(=O)CCC(=O)N(CC(=O)NCC2CCCO2)c2ccccc2C)no1 (stereo unspecified)
→ 22.4%	4.8%
- CCOC(=O)c1cc(-c2ccccc2)sc1N
→ -11.8%	6.4%
- COc1cc(C(c2sc3nc(C)nn3c2O)N2CC(C)CC(C)C2)cc(OC)c1OC (stereo unspecified)
→ 8.1%	-1.9%
- Cc1ccc(NC(=O)Nc2nnc(Cc3ccc([N+](=O)[O-])cc3)s2)cc1C
→ 17.6%	-4.3%
- COCC(=O)Nc1nnc(COc2ccc(Cl)cc2)s1
→ 0.5%	-2.9%
- O=C(NC1CCCC1)C(c1ccccc1)N(Cc1ccco1)C(=O)Cc1cccs1 (stereo unspecified)
→ -11.9%	2.8%
- COc1ccc(/C(O)=C2/C(=O)C(=O)N(CCN3CCOCC3)C2c2cccnc2)cc1OC (stereo unspecified)
→ 30.4%	2.3%
- CCn1c(SCC(=O)Nc2ccc(C(=O)OC)cc2)nc2cccnc21
→ -0.4%	-7.3%
- COc1ccc(CNC(=O)C(c2ccco2)N(Cc2ccccc2)C(=O)Cc2cccs2)cc1 (stereo unspecified)
→ 11.9%	-2.6%
- O=C(CSc1nnc(-c2c[nH]c3ccccc23)o1)N(Cc1ccccc1)c1ccc(F)cc1
→ -0.2%	-6.7%
- c1csc(C(c2nnnn2C2CCCCC2)N2CCN(c3nc4ccccc4s3)CC2)c1 (stereo unspecified)
→ 9.6%	2.2%
- CCN(CC)S(=O)(=O)c1ccc(F)c(C(=O)NCCC(C)C)c1
→ 4.2%	0.2%
- CN(C(=O)c1cccc(Nc2ccc(-c3ccc4c(c3)OCCO4)nn2)c1)C1CCCCC1
→ 12.6µM*	11.2µM*
- Cc1cc(C)c(-c2cc(C(F)(F)F)no2)c(=O)[nH]1
→ 9.1%	5.1%
- Clc1ncnc2scc(C3COc4ccccc4O3)c12 (stereo unspecified)
→ 12.5%	-12.1%
- O=C1c2cccc(OCC(=O)N3N=C(c4cccs4)CC3c3ccc(F)cc3)c2CCN1Cc1ccccc1 (stereo unspecified)
→ ?	?
- CSc1nc(N)nc(SCC(=O)C23CC4CC(CC(C4)C2)C3)c1C#N
→ -18.6%	-5.4%
- COc1ccc(-c2cnc3nc[nH]c(=O)c3n2)cc1
→ -0.3%	6.8%
- COC(=O)/C(=C/c1cccnc1)NC(=O)c1ccccc1
→ -3.5%[1.84 µM]	0.2%
- Cc1noc(NS(=O)(=O)c2ccc(NC(=O)CCCOc3ccc(Cl)cc3Cl)cc2)c1C
→ -6.0%	2.9%
- Oc1oc(-c2ccccc2)nc1C=NCc1ccncc1
→ -10.4%	8.6%
- CC(=O)N1CCN2C(=O)C1CCCC(=O)c1cc(C(C)C)ccc12 (stereo unspecified)
→ 1.7%	-2.0%
- NC(=O)CSc1nnc(-c2ccc(O)cc2)n1Cc1ccco1
→ -1.9%	-10.4%
- Oc1ccc2ccccc2c1/C=N/n1cnnc1
→ -10.0%	8.7%
- Cc1ccc(Cc2nnc3n(-c4cccc(C)c4)nc(C(=O)c4ccccc4)n3c2=O)cc1
→ 2.6%	11.4%
- COc1ccccc1-c1nnc(SC2CCc3ccccc3NC2=O)s1 (stereo unspecified)
→ 0.2%	2.6%
- Cc1ccc2c(=O)c(C(=O)NCc3cccs3)c[nH]c2c1
→ 18.5%	-3.1%
- CCCC(=O)Nc1ccc(C(=O)NCc2ccccc2Cl)cc1
→ 3.7%	3.2%
- COc1cccc(C(=O)NCC(=O)N/N=C/c2cccc(OC(=O)c3ccc([N+](=O)[O-])cc3)c2)c1
→ -6.6%	6.3%
- Cc1ccc(-c2nnc(-c3ccccc3)o2)cc1
→ -21.7%	-14.7%
- CCOc1cccc(N(C(=O)Cc2cccs2)C(C(=O)NC2CCCCC2)c2cccn2C)c1 (stereo unspecified)
→ -7.2%	-5.1%
- OC(CNCC1CCCO1)COc1ccc(OCC(O)CNCC2CCCO2)cc1 (stereo unspecified)
→ 15.4%	-8.9%
- CCc1ccc(CCC(=O)Nc2ccc(C(C)=O)cc2)o1
→ -18.6%	-2.4%
- Cc1ccc(C(=O)Nc2nc3ccc(S(C)(=O)=O)cc3s2)o1
→ 10µM*	12.6µM*
- CCNc1nc(NC(C)C)nc(OCCOC(=O)c2ccccc2)n1
→ -8.3%	-5.0%
- CCOc1cc(S(=O)(=O)NCc2ccccn2)ccc1Cl
→ -3.0%	-8.1%
- CC(Nc1nc(N2CCN(S(C)(=O)=O)CC2)nc2ccccc12)c1ccccc1 (stereo unspecified)
→ 7.3%	-0.5%
- COc1cc(C(=O)OCC(=O)Nc2ccc3c(c2)OC(F)(F)O3)ccc1OCc1c(C)noc1C
→ ?	3.3%
- CCOc1cccc(NC(=O)Cn2nc(-c3ccc4c(c3)OCCO4)ccc2=O)c1
→ -6.9%	-7.9%
- O=C(NCc1ccco1)c1ccc2c(c1)N(Cc1ccccc1)C(=O)CS2=O (stereo unspecified)
→ -14.0%	1.8%
- O=C(NCc1ccc2c(c1)OCO2)C1CCCN1C(=O)Nc1cccc(F)c1 (stereo unspecified)
→ -2.5%	-7.1%
- CC(=O)OCCNc1cc(N2CCN(C)CC2)c2noc3c2c1C(=O)c1ccccc1-3
→ 6.2%	-11.0%
- O=C(NCC1(c2ccccc2)CCCC1)C(=O)NCC1(c2ccccc2)CCCC1
→ 16.2%	4.5%
- Cc1cc2ccccc2c(=O)n1CC(=O)Nc1ccc2c(c1)OCO2
→ 1.5%	-1.6%
- Cc1cc(C)n(CC(=O)n2c(C)c(C)c3ccccc32)n1
→ 0.6%	-11.5%
- CCNC(=O)CC1SC(=Nc2ccccc2C)N(C)C1=O (stereo unspecified)
→ 15.3%	-1.1%

(further entries)
Order of results: p53null 39C tox	p53null 32C tox
- O=C(N/N=C/c1c(O)n(-c2ccccc2Cl)c(=O)c2ccccc12)C1COc2ccccc2O1 (stereo unspecified)
→ -27.4%	-25.6%
- O=C(COC(=O)c1cc(-c2ccco2)nc2ccccc12)NCc1ccc2c(c1)OCO2
→ -7.4%	-11.3%
- CCOc1ccc(OCC)c(NC(=O)CSc2nnnn2CC)c1
→ 8.0%	1.0%
- CN(C)C(=O)Cn1c(SCC(=O)Nc2ccc3c(c2)OCO3)nc2ccccc21
→ -5.6%	0.3%
- CCSc1nnc(Cn2c(=O)sc3ccccc32)n1-c1ccc(OC)cc1
→ -16.2%	-2.8%
- Cc1cc(C)c(NC(=O)C2CCCN2CCC(C)C)c(C)c1 (stereo unspecified)
→ -12.8%	-3.9%
- O=C(CSc1nnc(-c2cccnc2)n1Cc1ccccc1)NCc1ccccc1
→ 16.8%	-3.2%
- CC(=O)OCC(=O)N1CCN(c2ccc([N+](=O)[O-])cc2)CC1
→ -9.8%[1.84 µM]	3.2%
- O=c1c2c(n3cnnc3n1C1CCCCC1)-c1ccccc1CC21CCCCC1
→ 39.7%	1.9%
- CCCC1c2ccc(C)n2CCN1C(=O)Nc1ccccc1Cl (stereo unspecified)
→ -0.7%	-2.1%
- CCN(CC)CCOC(=O)CCc1cccc2ccccc12
→ -3.9%	-3.5%
- Cc1noc(COc2ccccc2OCc2onc(C)c2Cl)c1Cl
→ 4.5%	0.3%
- CC(C)OC(=O)c1nn2c(C(F)(F)F)cc(-c3ccco3)nc2c1Cl
→ -6.0%	7.1%
- CC1(C)C(c2ccccc2)=[N+]([O-])C2(CCCCC2=O)N1O (stereo unspecified)
→ 28.7%	8.4%
- COc1ccc(C(=O)CSc2nc3cccnc3n2C)cc1
→ -2.1%	-9.9%
- CNC(=O)Cn1nc(-c2ccc(C)c(S(=O)(=O)N(C)C)c2)c2ccccc2c1=O
→ -16.0%	-2.0%
- CC1(c2ccco2)NC(=O)NC1=O (stereo unspecified)
→ 4.7%	-6.2%
- Cc1ccc(C(=O)Oc2ccccc2C(=O)N2CCOCC2)cc1
→ -4.0%	-4.8%
- O=C(Nc1ccc2oc(=O)ccc2c1)c1cc2ccccc2o1
→ -9.9%	-5.9%
- CCCCOc1ccc2c(C)cc(=O)oc2c1OCCCC
→ -21.8%	-8.7%
- O=C(OCC(=O)N1CCc2ccccc21)C1=COCCO1
→ 2.5%	-9.0%
- O=C(Nc1ccccn1)C(=O)N1CCCCC1
→ 4.5%	-5.6%
- Cn1c(Cn2c(=O)sc3ccccc32)nnc1SCc1cccc(F)c1
→ -8.1%	0.2%
- CCN(C(=O)c1ccco1)c1nnc(-c2ccc(OC)cc2)s1
→ 12.6µM*	?
- CC(C)c1ccc(C(C(=O)NC(C)(C)C)N(C(=O)CNC(=O)c2ccco2)c2cccnc2)cc1 (stereo unspecified)
→ 4.5%	3.9%
- Cn1c(CSCc2ccccc2)nnc1SCC(=O)Nc1nccs1
→ 23.0%	6.1%
